Source: PubChem
NPY2 pot ag = potentiators or agonists of human neuropeptide Y receptor Y2. cells expressing NPY-Y2, potentiator/agonist read-out. hit rate 0.45% among 220,000. activation, % at 3.6 µM. AID 1359. P49146; in the data active = activation above about 27%;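 also: cells stimulated with NPY near EC25 plus isoproterenol at EC100; 0% = vehicle plus submaximal agonist and 100% = vehicle plus saturating agonist; some results beyond the cut were filed as inactive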
S1P4 ag = human S1P4 receptor agonism; O95977; S1P4-expressing cell line, agonist reporter assay; hit rate 0.35% among 220,000; AID 1509; activation, % at 4.98 µM; in the data active = activation above about 11%;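 also: 0% = DMSO vehicle and 100% = reference agonist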
Target sequence (O95977 whole entry, looked up): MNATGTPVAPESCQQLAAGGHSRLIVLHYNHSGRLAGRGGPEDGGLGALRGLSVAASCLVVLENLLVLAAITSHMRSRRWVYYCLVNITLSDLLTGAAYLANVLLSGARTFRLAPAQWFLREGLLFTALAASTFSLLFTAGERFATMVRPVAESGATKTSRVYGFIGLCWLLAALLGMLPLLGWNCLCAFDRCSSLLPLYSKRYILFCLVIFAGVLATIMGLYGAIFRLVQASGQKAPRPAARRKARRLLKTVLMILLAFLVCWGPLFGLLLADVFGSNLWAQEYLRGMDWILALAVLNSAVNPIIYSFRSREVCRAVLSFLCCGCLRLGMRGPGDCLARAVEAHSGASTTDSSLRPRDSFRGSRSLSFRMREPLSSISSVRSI
zfTRPN1 agonist = activates the zebrafish TRPN1 channel; HEK293 zebrafish TRPN1-YFP, Fluo-8 calcium fluorescence; 100% = response to 87 µM carbachol; activation, % at 3 µM; hit rate 0.18% among 220,000;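 active = activation above its plate's cutoff, the mean activation of test wells on that plate plus 3 SD, cut at about 19% in these data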;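 also: 0% = DMSO alone and 100% = 87 µM carbachol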
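System: zebrafish TRPN1-YFP in HEK293 cells / Dosing: 3 µM single point / Timing: dye loading 1 h at 37 °C, then 30 min room temperature / Signal: Fluo-8 calcium fluorescence, excitation 470-495 nm, emission 515-575 nm / Read-out basis: percent activation from peak over basal fluorescence ratio, control-normalized / Control set: high carbachol 87 µM, low DMSO alone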
CHOP inh = CHOP inhibition in unfolded protein response | CHO-K1 CHOP-promoter luciferase, tunicamycin-induced, 15-18 h | inhibition, % at 10 µM | hit rate 3.8% among 220,000;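 active = compounds that reduced the stress-induced luciferase reporter signal by more than about 70% of percent inhibition, limit read from the data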;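 also: 0% = tunicamycin plus vehicle and 100% = wells without tunicamycin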
NPY1 pot ag = potentiators or agonists of human neuropeptide Y receptor Y1. AID 1304. hit rate 0.37% among 220,000. activation, % at 3.6 µM. P25929. NPY-Y1 expressing cells, potentiator/agonist activation; in the data active = activation above about 33%, passing the limit was not always enough;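 also: cells stimulated with NPY at EC10 then isoproterenol at EC100; 0% = low agonist plus stimulus and 100% = saturating agonist plus stimulus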
S1P4 antag = blocks the human S1P4 receptor; O95977; S1P4-expressing cells, antagonist mode, reporter read-out; inhibition, % at 4.98 µM; hit rate 0.26% among 220,000; in the data active = inhibition above about 29%;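 also: 0% = wells stimulated with agonist and 100% = vehicle wells without agonist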
EP2 modulator = modulators of human EP2 prostaglandin E2 receptor. AID 940. hit rate 0.83% among 260,000. P43116. EP2-expressing cells, cAMP HTRF FRET, PGE2 co-stimulation. induction, % at 25 µM;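 active = compounds whose cAMP rise, as percent of the full-agonist control response, exceeds 60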;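 also: rat C6 glioma line stably carrying human EP2 under a CMV promoter; the protocol text gives 20 µM as final concentration; 100% = response of wells given 1 µM PGE2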
TRPML3 ag = human mucolipin-3 channel agonism; Q8TDD5; HEK293 TRPML3-YFP, Fluo-8 calcium fluorescence; 100% = the carbachol control signal; activation, % at 3 µM; hit rate 0.29% among 220,000; AID 1448;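 active = activation above its plate's cutoff, the mean activation of the plate's test wells plus 3 SD, cut at about 12% in these data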;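 also: 0% = DMSO only wells and 100% = carbachol wells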
Target sequence (Q8TDD5 whole entry, looked up): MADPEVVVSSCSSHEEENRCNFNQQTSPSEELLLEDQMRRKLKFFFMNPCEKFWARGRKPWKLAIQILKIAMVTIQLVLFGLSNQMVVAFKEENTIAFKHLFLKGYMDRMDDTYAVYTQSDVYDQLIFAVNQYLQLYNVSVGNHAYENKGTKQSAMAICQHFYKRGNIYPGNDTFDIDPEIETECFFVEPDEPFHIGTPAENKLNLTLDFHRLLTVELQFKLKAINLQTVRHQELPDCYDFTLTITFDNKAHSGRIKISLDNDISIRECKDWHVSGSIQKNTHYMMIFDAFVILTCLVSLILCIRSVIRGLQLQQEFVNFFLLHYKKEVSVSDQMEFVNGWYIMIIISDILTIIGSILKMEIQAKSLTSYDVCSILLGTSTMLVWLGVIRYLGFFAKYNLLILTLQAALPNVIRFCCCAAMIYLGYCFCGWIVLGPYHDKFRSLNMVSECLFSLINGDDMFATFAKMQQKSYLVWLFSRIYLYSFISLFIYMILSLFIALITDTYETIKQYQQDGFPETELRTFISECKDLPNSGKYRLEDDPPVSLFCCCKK
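Material: HEK293 cells stably carrying human TRPML3-YFP; compound dosing: single dose, 3 µM final nominal compound, 0.3% DMSO final; incubation: 1-h 37 °C dye load, 5-s basal, 120-s post-compound reads; technique: Fluo-8 intracellular calcium fluorescence, excitation 470-495 nm, emission 515-575 nm; read-out basis: percent activation from peak-to-basal fluorescence ratio, scaled between DMSO and carbachol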
NPY Y1 blocker = NPY-Y1 (human) receptor antagonism | HEK293-CNG Y1 cells, membrane potential fluorescence; NPY at EC95, then isoproterenol | inhibition, % at 3.6 µM | hit rate 1% among 200,000 | AID 1040;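 active = inhibition above the campaign mean inhibition of all tested compounds plus 3 SD, cut at about 20% in these data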;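 also: 0% = DMSO wells given NPY plus isoproterenol and 100% = isoproterenol alone without NPY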
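Benchmarks – high control isoproterenol alone, low control NPY with isoproterenol · Material – HEK293 Y1/CNG channel cell line · Times – dye 3 h, compound 60 min room temperature, stimulation 45 min · Probe or stimulus – NPY (25 nM), isoproterenol (1 µM), Ro 20-1724 (25 µM) · Evaluation – % inhibition of NPY effect · Signal – fluorescence, membrane potential probe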
Active calls of the source: *; / = no result given; & = joins results of further samples; ! = not active in a repeat.

Key to letters – A = NPY2 pot ag; B = S1P4 ag; C = zfTRPN1 agonist; D = CHOP inh; E = NPY1 pot ag; F = S1P4 antag; G = EP2 modulator; H = TRPML3 ag; I = NPY Y1 blocker
> CCCc1cc(C(N)=S)ccn1
  A: 7.1 | B: 1.1 | C: -1.3 | D: 4.1 | E: -4.5 | F: -14.3 | G: -10.1&11.2 | H: 0.2 | I: 0.8

> COc1ccc(S(=O)(=O)Nc2nnc(CC(C)C)s2)cc1
  A: -9.1 | B: 2.4 | C: -0.1 | D: 31.7 | E: -15.2 | F: 1.1 | G: 5.0 | H: 0.8 | I: 5.0

> C[C@]12CC[C@H]3C(=CCc4cc(O)ccc43)[C@@H]1CCC2=O
  A: 6.0 | B: 0.5 | C: 1.9 | D: 28.2 | E: 9.1 | F: -2.9 | G: 13.0 | H: 0.0 | I: 2.5

> CCN(CC)CCOC(=O)C(c1ccccc1)c1ccccc1
  A: -0.3 | B: 0.0 | C: -2.0 | D: 15.8 | E: -20.0 | F: -11.3 | G: 6.4&2.4 | H: 0.1 | I: 7.2

> C#C[C@]1(O)CC[C@H]2[C@@H]3CCC4=CC(=O)CC[C@@H]4[C@H]3CC[C@@]21CC
  A: 1.7&-5.0 | B: 1.7&1.8 | C: 0.9&2.0 | D: 15.4&15.2 | E: 4.0&-5.8 | F: 10.7&19.9 | G: -13.1 | H: 0.9&-0.4 | I: -0.9&-4.0

> Cc1cc(O)c2c(c1)C(=O)c1cccc(O)c1C2=O
  A: 1.0 | B: 2.4 | C: 2.0 | D: 3.3 | E: -8.3 | F: -3.5 | G: 14.0&16.6 | H: 0.2 | I: 0.9

> O=C(NCCN1CCOCC1)c1ccc(Cl)cc1
  A: -18.1 | B: 2.3 | C: 1.4 | D: 10.5 | E: 5.1 | F: 6.7 | G: -10.9 | H: 0.8 | I: -3.1

> CCCCOC(=O)c1ccc(N)cc1
  A: -4.4 | B: 0.3 | C: 0.7 | D: 10.7 | E: -1.2 | F: -28.0 | G: 1.6&12.9 | H: 0.8 | I: 0.7

> CN(CCOc1ccc(NS(C)(=O)=O)cc1)CCc1ccc(NS(C)(=O)=O)cc1
  A: 35.1 | B: 0.1 | C: -0.4 | D: 17.6 | E: 2.7 | F: 3.2 | G: / | H: 0.7 | I: -2.1

> CC(=O)O[C@@]12CO[C@@H]1C[C@H](O)[C@@]1(C)C(=O)[C@H](O)C3=C(C)[C@@H](OC(=O)[C@H](O)[C@@H](NC(=O)OC(C)(C)C)c4ccccc4)C[C@](O)([C@@H](OC(=O)c4ccccc4)[C@H]21)C3(C)C
  A: 9.5 | B: 0.0 | C: -0.8 | D: 45.3 | E: 12.6 | F: 7.4 | G: / | H: 0.1 | I: -0.7

> C[C@@H]1C[C@H]2[C@@H]3C[C@H](F)C4=CC(=O)C(Cl)=C[C@]4(C)[C@@]3(F)[C@@H](O)C[C@]2(C)[C@@]1(O)C(=O)CO
  A: -13.6 | B: 0.3 | C: 2.4 | D: 9.6 | E: 4.8 | F: 10.9 | G: / | H: 0.8 | I: -2.2

> COc1cc(C)nc(-n2nc(C)cc2OC)n1
  A: 10.5 | B: 1.6 | C: 1.2 | D: -1.7 | E: -7.4 | F: -24.0 | G: 14.5 | H: 0.0 | I: 0.1

> O=C1CCc2cc(OCCCCc3nnnn3C3CCCCC3)ccc2N1
  A: -20.9&-68.9&-34.9 | B: -0.5&0.9&0.9 | C: 2.8&0.1&2.7 | D: 2.6&-6.2&-3.5&-13.5 | E: -69.7&-23.2&-6.2 | F: -12.6&19.0&1.5 | G: 16.7&23.5&35.4 | H: 1.9&1.1&1.6 | I: 42.8*!

> COc1ccc(Sc2ccc(NC(=O)c3ccccc3Cl)cc2C#N)cc1
  A: -5.0 | B: 0.3 | C: 1.6 | D: 39.4 | E: -28.2 | F: -10.9 | G: -19.5 | H: -0.2 | I: 15.2

> CC1(C)Oc2ccc(C#N)cc2[C@@H](N2CCCC2=O)[C@@H]1O
  A: 8.2 | B: 2.3 | C: -1.7 | D: 26.6 | E: 4.4 | F: -8.7 | G: -4.4 | H: 0.4 | I: -4.4

Reprinted from the part before: 3 compounds, followed by the next part.
Key to letters – A = NPY2 pot ag; B = S1P4 ag; C = zfTRPN1 agonist; D = CHOP inh; E = NPY1 pot ag; F = S1P4 antag; G = EP2 modulator; H = TRPML3 ag; I = NPY Y1 blocker
> O=C1CCc2cc(OCCCCc3nnnn3C3CCCCC3)ccc2N1
  A: -20.9&-68.9&-34.9 | B: -0.5&0.9&0.9 | C: 2.8&0.1&2.7 | D: 2.6&-6.2&-3.5&-13.5 | E: -69.7&-23.2&-6.2 | F: -12.6&19.0&1.5 | G: 16.7&23.5&35.4 | H: 1.9&1.1&1.6 | I: 42.8*!

> COc1ccc(Sc2ccc(NC(=O)c3ccccc3Cl)cc2C#N)cc1
  A: -5.0 | B: 0.3 | C: 1.6 | D: 39.4 | E: -28.2 | F: -10.9 | G: -19.5 | H: -0.2 | I: 15.2

> CC1(C)Oc2ccc(C#N)cc2[C@@H](N2CCCC2=O)[C@@H]1O
  A: 8.2 | B: 2.3 | C: -1.7 | D: 26.6 | E: 4.4 | F: -8.7 | G: -4.4 | H: 0.4 | I: -4.4

> CN1CCC(=C2c3ccccc3CC(=O)c3sccc32)CC1
  A: 8.0&-8.0 | B: 2.7&2.0 | C: 1.0&-0.4 | D: 51.7&14.4&-15.2 | E: -10.1&11.7 | F: -18.7&-12.8 | G: 10.0&-4.0&3.0 | H: 1.4&1.0 | I: 8.0&1.8

> CCOC(=O)Nc1ccc2c(c1)N(C(=O)CCN1CCOCC1)c1ccccc1S2
  A: -11.3 | B: 0.2 | C: 0.8 | D: 27.3&13.3 | E: -32.2 | F: -4.1 | G: 34.3&-1.2 | H: 0.0 | I: -2.6

> O=C(c1ccccc1)c1ccc2n1CCC2C(=O)O (stereo unspecified)
  A: 10.9 | B: 1.9 | C: 0.5 | D: 22.1&-13.0 | E: -15.7 | F: -7.3 | G: -9.6&2.0&8.6 | H: 0.3 | I: -2.1

> O=C(O)CCCCCCCC(=O)O
  A: 7.9 | B: -3.3 | C: 0.3 | D: -1.4&5.3 | E: 16.9 | F: -12.2 | G: 13.0&18.6&2.5 | H: 0.2 | I: 1.6

> CCC12CCCN3CCc4c(n(c5ccccc45)C(O)(C(=O)OC)C1)C32 (stereo unspecified)
  A: 1.8 | B: 1.0 | C: 0.8 | D: -3.0 | E: -9.3 | F: 5.3 | G: 7.1 | H: 0.1 | I: /

> CN(C)CCOC(=O)C(c1ccccc1)C1(O)CCCC1 (stereo unspecified)
  A: -2.6 | B: 1.8 | C: 0.7 | D: -2.5 | E: -7.3 | F: -7.2 | G: 24.8&-17.7 | H: 1.4 | I: 6.1

> CCCN(CCC)C(=O)C(CCC(=O)O)NC(=O)c1ccccc1 (stereo unspecified)
  A: 5.3 | B: 0.4 | C: 1.1 | D: 12.7&-0.4 | E: -10.2 | F: -15.7 | G: 8.4&28.2&23.0 | H: 1.0 | I: -0.8

> Oc1cc2c(cc1O)C1c3ccc(O)c(O)c3OCC1(O)C2 (stereo unspecified)
  A: 12.0 | B: 0.7 | C: 0.6 | D: 4.5 | E: 0.4 | F: 8.5 | G: -4.9&-25.5 | H: 0.9 | I: 5.8

> CCOc1ccc(NC(=S)N2CCC(C(O)(c3ccccc3)c3ccccc3)CC2)cc1
  A: -8.8 | B: 0.1 | C: -2.5 | D: 6.0 | E: -4.3 | F: -22.3 | G: 24.9 | H: -0.5 | I: 1.7

> Cc1ccsc1/C=C/C1=NCCCN1C
  A: 3.1 | B: 2.4 | C: -0.5 | D: 9.5 | E: 5.1 | F: -26.3 | G: 22.7&45.3 | H: 0.0 | I: -1.9

> COc1cc(C(=O)NCCCCCC(=O)O)cc(OC)c1OC
  A: -13.2 | B: 1.1 | C: 0.8 | D: 14.4 | E: 0.5 | F: -27.6 | G: 17.8 | H: 0.4 | I: -0.4

> COc1cc(NC(=O)c2cc(C3CC3)on2)c(OC)cc1Cl
  A: -20.5 | B: 1.4 | C: 1.4 | D: 83.8* | E: -6.2 | F: 1.2 | G: 37.7 | H: -0.3 | I: 2.4

> CN1CCN(c2c(F)cc3c(=O)c(C(=O)O)cn4c3c2SCC4)CC1
  A: 12.8&-1.1 | B: 0.5&1.2 | C: 0.5&-0.7 | D: 37.3&12.2 | E: -1.8&15.6 | F: -15.4&-2.4 | G: 46.1 | H: 1.4&-0.4 | I: 0.7&-5.8

Laid out differently: entries from further up
Every second line gives: NPY2 pot ag	S1P4 ag	zfTRPN1 agonist	CHOP inh	NPY1 pot ag	S1P4 antag	EP2 modulator	TRPML3 ag	NPY Y1 blocker
> CN(C)CCOC(=O)C(c1ccccc1)C1(O)CCCC1 (stereo unspecified)
    -2.6	1.8	0.7	-2.5	-7.3	-7.2	24.8&-17.7	1.4	6.1
> CCCN(CCC)C(=O)C(CCC(=O)O)NC(=O)c1ccccc1 (stereo unspecified)
    5.3	0.4	1.1	12.7&-0.4	-10.2	-15.7	8.4&28.2&23.0	1.0	-0.8
> Oc1cc2c(cc1O)C1c3ccc(O)c(O)c3OCC1(O)C2 (stereo unspecified)
    12.0	0.7	0.6	4.5	0.4	8.5	-4.9&-25.5	0.9	5.8

These rows are one share of the data; rates above refer to the full screens.
